Screening results from PubChem BioAssay.
VHR inh abs – inhibitors of human VHR1 phosphatase (DUSP3) | P51452 | 290,000 compounds, 0.52% hits | inhibition, % at 13.3 µM | recombinant VHR phosphatase, pNPP absorbance | AID 1654; in the data active means inhibition above about 50%; further: some compounds called inactive have numbers as strong as hits
Target sequence (P51452 whole entry, looked up): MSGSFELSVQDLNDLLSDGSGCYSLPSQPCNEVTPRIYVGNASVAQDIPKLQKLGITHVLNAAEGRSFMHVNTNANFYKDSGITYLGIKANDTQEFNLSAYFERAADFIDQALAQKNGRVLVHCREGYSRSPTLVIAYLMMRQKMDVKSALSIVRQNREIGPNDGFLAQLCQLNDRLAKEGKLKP
BoNT A protease – inhibitors of Botulinum neurotoxin A light chain protease. multiplex microsphere protease substrate cleavage, flow cytometry. inhibition, % at 10 µM. 360,000 compounds, 0.17% hits. AID 588499; further: plate controls were buffer without enzyme for full effect and enzyme alone for no effect
Y pestis TopoI – Y. pestis Topo-I inhibition via cleavage products; Y. pestis Topo-I cleavage product accumulation, plate reader; activity, % at 10 µM; 360,000 compounds, 0.064% hits; in the data active means activity above about 50%, passing the limit was not always enough; further: inactives centre near 2
SSB-PriA inh – K. pneumoniae PriA-SSBct interaction inhibition | AlphaScreen SSBct-PriA binding, biotinylated peptide | inhibition, % at 33 µM | 430,000 compounds, 0.6% hits | AID 1272365; in the data active means inhibition mostly above about 37%, no sharp cut-off; inactive means mostly below about 20%;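 further: plate controls were negative control peptide for no effect and reference peptide for full effect; strong numbers were not always called active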
CCHF vOTU inh – CCHFV vOTU protease inhibition | inhibition, % at 11.5 µM | AID 651958 | Pep-AMC fluorescence | 370,000 compounds, 0.55% hits; in the data active means inhibition above about 30%; further: 0% = vehicle wells with enzyme and 100% = no enzyme wells
PfHsp40 yeast – compounds rescuing yeast from Plasmodium falciparum HSP40 toxicity. S. cerevisiae expressing PfHsp40, growth rescue, ATP luminescence. 340,000 compounds, 0.68% hits. growth rescue, % at 12.5 µM; in the data active means growth rescue above about 28%, passing the limit was not always enough;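 further: yeast W303a lacking pdr1 and pdr3 grown in galactose medium; growth measured after three days at 30 °C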
Anthrax LF inh2 – blocks Bacillus anthracis lethal factor protease | P15917 | multiplex microsphere protease cleavage assay, LF | inhibition, % at 10 µM | 360,000 compounds, 0.12% hits | AID 588501; further: plate controls were buffer without enzyme for full effect and enzyme alone for no effect
Target sequence (P15917 whole entry, looked up): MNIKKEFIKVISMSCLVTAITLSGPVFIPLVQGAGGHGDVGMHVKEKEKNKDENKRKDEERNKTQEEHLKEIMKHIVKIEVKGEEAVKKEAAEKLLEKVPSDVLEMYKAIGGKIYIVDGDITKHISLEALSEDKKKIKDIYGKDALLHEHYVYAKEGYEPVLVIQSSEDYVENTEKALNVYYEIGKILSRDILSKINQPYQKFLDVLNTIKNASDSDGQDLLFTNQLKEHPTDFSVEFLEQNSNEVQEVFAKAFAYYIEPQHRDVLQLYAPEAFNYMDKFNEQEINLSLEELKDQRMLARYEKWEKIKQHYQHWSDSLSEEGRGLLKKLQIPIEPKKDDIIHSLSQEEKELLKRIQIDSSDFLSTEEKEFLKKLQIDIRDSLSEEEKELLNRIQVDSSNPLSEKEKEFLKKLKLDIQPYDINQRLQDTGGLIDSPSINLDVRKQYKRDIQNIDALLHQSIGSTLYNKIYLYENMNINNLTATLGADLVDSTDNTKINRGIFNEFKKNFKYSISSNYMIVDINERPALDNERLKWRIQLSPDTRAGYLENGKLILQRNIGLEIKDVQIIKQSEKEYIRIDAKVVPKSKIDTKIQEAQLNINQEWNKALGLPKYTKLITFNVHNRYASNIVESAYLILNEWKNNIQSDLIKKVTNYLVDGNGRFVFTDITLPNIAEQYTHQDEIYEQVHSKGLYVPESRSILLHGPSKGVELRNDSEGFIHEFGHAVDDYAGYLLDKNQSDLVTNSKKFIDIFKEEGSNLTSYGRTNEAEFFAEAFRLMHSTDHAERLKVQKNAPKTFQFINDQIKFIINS
TcdB GH inh – inhibitors of Clostridioides difficile toxin B glycohydrolase; P18177; 350,000 compounds, 0.24% hits; inhibition, % at 9.99 µM; TcdB glycohydrolase enzymatic assay, plate reader; in the data active means inhibition above about 10%
BH1578 lux ind – inducers of Vibrio cholerae quorum light production without autoinducers. V. cholerae BH1578 lux reporter, luminescence, 6 h. activation, % at 18.7 µM. 350,000 compounds, 0.16% hits; in the data active means activation mostly above about 9.7%, no sharp cut-off; further: not every result past the cut was called active; inactives centre near 0; reference of the scale not given here
3CLpro inhibitor – SARS-CoV 3CLpro protease inhibition; inhibition, % at 6 µM; 290,000 compounds, 0.14% hits; P0C6X7; recombinant SARS-CoV 3CLpro, quenched FRET peptide cleavage; in the data active means inhibition above about 12%
* marks the source's active call; other numbers are inactive results. Unless noted, no stated cut-off is given here; in the data, active means inhibition above about 30%; inconclusive means no clear call, values can overlap the other calls; inactive means below that. These rows are one share of the data. The share of hits here may be higher or lower than overall.

Results for COc1cccc(-c2cc(C(F)(F)F)nc(-n3cc(Cl)cn3)n2)c1 ?
VHR inh abs: -4; BoNT A protease: 0.6; Y pestis TopoI: 2; SSB-PriA inh: -9; CCHF vOTU inh: 3; PfHsp40 yeast: 0.9; Anthrax LF inh2: -4; BH1578 lux ind: inactive; 3CLpro inhibitor: 0

Results for CC(C)(C)c1ccc(NC(=O)CNC2CCCc3ccccc32)cc1 (stereo unspecified) ?
VHR inh abs: 14; BoNT A protease: -0.7; Y pestis TopoI: 29; SSB-PriA inh: -8; CCHF vOTU inh: -4; PfHsp40 yeast: -0.6; Anthrax LF inh2: -2; TcdB GH inh: 1.0; BH1578 lux ind: -0.3; 3CLpro inhibitor: 0

How did C#CC(=O)CCC1CCCN1C(=O)OC(C)(C)C (stereo unspecified) do in these assays?
BoNT A protease: -1.1; Y pestis TopoI: 7; SSB-PriA inh: -2; CCHF vOTU inh: -3; PfHsp40 yeast: 9.6; Anthrax LF inh2: 0; TcdB GH inh: 1.8; BH1578 lux ind: inactive

How did Cc1sc2ncnc(N3CCN(S(=O)(=O)c4ccc(Br)cc4)CC3)c2c1C do in these assays?
VHR inh abs: 10; BoNT A protease: 0.0; Y pestis TopoI: 35; SSB-PriA inh: -9; CCHF vOTU inh: -6; PfHsp40 yeast: 0.1; Anthrax LF inh2: -2; TcdB GH inh: 0.5; BH1578 lux ind: -0.1; 3CLpro inhibitor: 4

How did CSc1nc(N)nc(SCCS(=O)(=O)c2ccc(Cl)cc2)c1C#N do in these assays?
VHR inh abs: 4; BoNT A protease: 0.2; Y pestis TopoI: 18; SSB-PriA inh: -10; CCHF vOTU inh: 6; PfHsp40 yeast: 2.8; Anthrax LF inh2: -5; BH1578 lux ind: -0.7; 3CLpro inhibitor: -3

What do the screens show for `Cc1ccc(NC(=O)CCNC(=O)Cn2ccc3ccccc3c2=O)cc1F`?
VHR inh abs: 10; BoNT A protease: 0.5; Y pestis TopoI: -1; SSB-PriA inh: -14; CCHF vOTU inh: -10; PfHsp40 yeast: -0.4; Anthrax LF inh2: 8; TcdB GH inh: 0.6; BH1578 lux ind: -0.3; 3CLpro inhibitor: 0

What do the screens show for `CC(=O)NC(NC(=S)Nc1ccc(C)cc1C)C(Cl)(Cl)Cl` (stereo unspecified)?
VHR inh abs: 12; BoNT A protease: 0.3; Y pestis TopoI: 6; SSB-PriA inh: 0; CCHF vOTU inh: -4; PfHsp40 yeast: -0.8; Anthrax LF inh2: -8; TcdB GH inh: 0.1; BH1578 lux ind: -0.4; 3CLpro inhibitor: 1

What do the screens show for `COc1cccc(CC(=O)Nc2cc(S(=O)(=O)N3CCOCC3)ccc2N2CCOCC2)c1`?
VHR inh abs: 30; BoNT A protease: -0.5; Y pestis TopoI: 3; SSB-PriA inh: -9; CCHF vOTU inh: -2; PfHsp40 yeast: -0.6; Anthrax LF inh2: -1; TcdB GH inh: 1.2; BH1578 lux ind: 0.0; 3CLpro inhibitor: 2

What do the screens show for `O=C(Nc1ccccc1C(=O)Nc1ccc(Cl)cc1)c1cccnc1`?
BoNT A protease: -0.1; Y pestis TopoI: -12; SSB-PriA inh: -7; CCHF vOTU inh: 7; PfHsp40 yeast: 2.3; Anthrax LF inh2: -1; TcdB GH inh: 2.9; BH1578 lux ind: -5.6; 3CLpro inhibitor: 1

How did CCCCN1C(=O)C(=O)N(CC(=O)N2N=C3/C(=C/c4ccco4)CCCC3C2c2ccco2)C1=O (stereo unspecified) do in these assays?
VHR inh abs: -38; BoNT A protease: -1.1; Y pestis TopoI: 23; SSB-PriA inh: 8; CCHF vOTU inh: 1; PfHsp40 yeast: 0.1; Anthrax LF inh2: -3; TcdB GH inh: -1.7; BH1578 lux ind: -0.2; 3CLpro inhibitor: -4

How did CCCCOc1ccc(/C=N/NC(=O)c2nnn(-c3nonc3N)c2C)cc1 do in these assays?
VHR inh abs: 29; BoNT A protease: -1.3; Y pestis TopoI: -8; CCHF vOTU inh: 5; PfHsp40 yeast: -0.4; Anthrax LF inh2: 4; TcdB GH inh: 2.2; BH1578 lux ind: 0.7; 3CLpro inhibitor: 0

Results for CCOc1ccccc1C(=O)Nc1nnc(Cc2ccc(OC)c(OC)c2)s1 ?
VHR inh abs: 14; BoNT A protease: -0.6; Y pestis TopoI: 5; SSB-PriA inh: 6; CCHF vOTU inh: -5; PfHsp40 yeast: -0.1; Anthrax LF inh2: 6; TcdB GH inh: -1.4; BH1578 lux ind: -0.4; 3CLpro inhibitor: 3

How did CN1CCN(C(=O)C2CCN(c3ncnc4c3nc3n4CCCCC3)CC2)CC1 do in these assays?
VHR inh abs: 11; BoNT A protease: 0.3; Y pestis TopoI: -11; SSB-PriA inh: -3; CCHF vOTU inh: -4; PfHsp40 yeast: -0.8; Anthrax LF inh2: -2; TcdB GH inh: 3.8; BH1578 lux ind: inactive; 3CLpro inhibitor: -1

How did CC1=C(C(=O)N2CCCCCC2)CC(CC(=O)NCCCN(C)C)C(=O)N1Cc1ccc(F)cc1 (stereo unspecified) do in these assays?
BoNT A protease: -0.3; CCHF vOTU inh: -5; Anthrax LF inh2: -8; TcdB GH inh: 1.1

Results for COc1ccc(CN2C(=O)c3cccnc3C2=O)cc1S(=O)(=O)NCc1ccc(C)o1 ?
VHR inh abs: -7; BoNT A protease: 0.1; Y pestis TopoI: 5; SSB-PriA inh: -17; CCHF vOTU inh: 3; PfHsp40 yeast: 0.0; Anthrax LF inh2: 0; TcdB GH inh: 0.3; BH1578 lux ind: inactive; 3CLpro inhibitor: 0

What do the screens show for `CC(=O)c1c(C)[nH]c(C(=O)CN2C(=O)NC3(CCCCC3)C2=O)c1C`?
BoNT A protease: -0.7; Y pestis TopoI: 1; SSB-PriA inh: 3; CCHF vOTU inh: 4; PfHsp40 yeast: -1.3; Anthrax LF inh2: 0; TcdB GH inh: 1.0; BH1578 lux ind: inactive

What do the screens show for `Cc1cc(OCC(O)CN(C)C(=O)C(C)Oc2ccccc2)ccc1Cl` (stereo unspecified)?
VHR inh abs: 18; BoNT A protease: -4.7; Y pestis TopoI: 15; SSB-PriA inh: -14; CCHF vOTU inh: 8; PfHsp40 yeast: 0.5; Anthrax LF inh2: 15; TcdB GH inh: -9.5; BH1578 lux ind: inactive; 3CLpro inhibitor: 5

How did N#Cc1cn(CC(=O)N2CCCc3ccccc32)c2ccccc12 do in these assays?
VHR inh abs: 4; BoNT A protease: -0.4; Y pestis TopoI: 11; SSB-PriA inh: -2; CCHF vOTU inh: 6; PfHsp40 yeast: 3.0; Anthrax LF inh2: 2; BH1578 lux ind: inactive; 3CLpro inhibitor: -6

How did CN(C)c1ccc(-c2ccnc3c2CC(C)(C(=O)NCc2cccc(Cl)c2)O3)cc1 (stereo unspecified) do in these assays?
BoNT A protease: -0.2; Y pestis TopoI: 37; CCHF vOTU inh: -4; Anthrax LF inh2: -2; TcdB GH inh: -0.4; BH1578 lux ind: 0.7

Results for Cc1ccc(C(=O)NNC(=O)c2ccccc2OCc2c(C)noc2C)cc1 ?
BoNT A protease: -0.8; Y pestis TopoI: 4; SSB-PriA inh: -1; CCHF vOTU inh: -1; PfHsp40 yeast: 0.6; Anthrax LF inh2: 1; TcdB GH inh: 0.1; BH1578 lux ind: -1.2

How did N#Cc1ccccc1N/C=C/C(=O)c1ccc(Cl)cc1 do in these assays?
Y pestis TopoI: 10; SSB-PriA inh: 0; CCHF vOTU inh: 9; TcdB GH inh: -0.9; BH1578 lux ind: -0.5

Results for CCNc1nc(OC)nc(Oc2ccc(C(=O)OC)cc2)n1 ?
VHR inh abs: 2; BoNT A protease: 0.0; Y pestis TopoI: -4; SSB-PriA inh: 1; CCHF vOTU inh: -5; PfHsp40 yeast: 0.5; Anthrax LF inh2: -1; BH1578 lux ind: inactive; 3CLpro inhibitor: 2

How did CC(C)CCNC(=O)C12CN(Cc3ccccc3)CC1C(c1cccc([N+](=O)[O-])c1)=NO2 (stereo unspecified) do in these assays?
VHR inh abs: 20; BoNT A protease: 0.0; Y pestis TopoI: 20; SSB-PriA inh: 16; CCHF vOTU inh: 10; PfHsp40 yeast: 0.9; Anthrax LF inh2: 0; TcdB GH inh: -0.5; BH1578 lux ind: inactive; 3CLpro inhibitor: 7

How did COCCN(C(=O)c1cccc(OC)c1)c1nnc(-c2ccncc2)s1 do in these assays?
VHR inh abs: 21; BoNT A protease: 1.0; Y pestis TopoI: 8; SSB-PriA inh: -25; CCHF vOTU inh: 10; PfHsp40 yeast: -0.4; Anthrax LF inh2: -2; BH1578 lux ind: -1.3; 3CLpro inhibitor: -5

Of the compounds above, these have a cyano group.
How did CSc1nc(N)nc(SCCS(=O)(=O)c2ccc(Cl)cc2)c1C#N do in these assays?
VHR inh abs: 4; BoNT A protease: 0.2; Y pestis TopoI: 18; SSB-PriA inh: -10; CCHF vOTU inh: 6; PfHsp40 yeast: 2.8; Anthrax LF inh2: -5; BH1578 lux ind: -0.7; 3CLpro inhibitor: -3

How did N#Cc1cn(CC(=O)N2CCCc3ccccc32)c2ccccc12 do in these assays?
VHR inh abs: 4; BoNT A protease: -0.4; Y pestis TopoI: 11; SSB-PriA inh: -2; CCHF vOTU inh: 6; PfHsp40 yeast: 3.0; Anthrax LF inh2: 2; BH1578 lux ind: inactive; 3CLpro inhibitor: -6

How did N#Cc1ccccc1N/C=C/C(=O)c1ccc(Cl)cc1 do in these assays?
Y pestis TopoI: 10; SSB-PriA inh: 0; CCHF vOTU inh: 9; TcdB GH inh: -0.9; BH1578 lux ind: -0.5

Remaining list, next part
Results for Cc1ccc(S(=O)(=O)N2CCN(Cc3ccccc3)CC2)c(C)c1N(C)S(=O)(=O)c1ccccc1 ?
VHR inh abs: 16; BoNT A protease: -0.2; Y pestis TopoI: 24; SSB-PriA inh: 9; CCHF vOTU inh: -3; PfHsp40 yeast: -0.1; Anthrax LF inh2: 0; TcdB GH inh: -0.2; BH1578 lux ind: -0.2; 3CLpro inhibitor: -1

How did Cc1c(-c2ccccc2Br)nc2ccccc2c1C(=O)O do in these assays?
BoNT A protease: 0.4; Y pestis TopoI: -3; SSB-PriA inh: -11; CCHF vOTU inh: -8; PfHsp40 yeast: -0.6; Anthrax LF inh2: -3; TcdB GH inh: -0.6; BH1578 lux ind: 1.2

How did O=c1[nH]c2c(s1)C(c1ccco1)C1C3CCC(C3)C1S2 (stereo unspecified) do in these assays?
VHR inh abs: 32; BoNT A protease: 0.1; Y pestis TopoI: 13; SSB-PriA inh: 5; CCHF vOTU inh: 32*; PfHsp40 yeast: 1.3; Anthrax LF inh2: -6; BH1578 lux ind: inactive; 3CLpro inhibitor: -1

How did COC(=O)C1=C(c2ccc(OCc3ccccc3)cc2)C[C@@H]2CC[C@H]1N2C(=O)NCc1ccc(OC)c(OC)c1 do in these assays?
BoNT A protease: 0.2; Y pestis TopoI: 1; SSB-PriA inh: -3; CCHF vOTU inh: 7; PfHsp40 yeast: 1.9; Anthrax LF inh2: 7; TcdB GH inh: 1.1; BH1578 lux ind: -0.3

Results for Clc1cccc2c1CCN(Cc1nc(-c3cnccn3)no1)C2 ?
VHR inh abs: 18; BoNT A protease: 0.5; Y pestis TopoI: 8; SSB-PriA inh: -13; CCHF vOTU inh: 7; PfHsp40 yeast: -0.4; Anthrax LF inh2: 0; TcdB GH inh: 1.3; BH1578 lux ind: inactive; 3CLpro inhibitor: 3

How did C=CCN(C(=O)CSc1nc2c(sc3ccccc32)c(=O)n1CCN(CC)CC)c1ccccc1 do in these assays?
VHR inh abs: 0; BoNT A protease: -1.4; Y pestis TopoI: -3; SSB-PriA inh: 10; CCHF vOTU inh: -9; PfHsp40 yeast: 3.7; Anthrax LF inh2: -1; TcdB GH inh: 1.4; BH1578 lux ind: -1.1; 3CLpro inhibitor: 2
